Screening data from PubChem.
PglD DTNB – blocks C. jejuni PglD acetyltransferase activity. purified PglD enzyme, DTNB colorimetric CoA detection. inhibition, % at 12.5 µM. 360,000 compounds, 0.098% hits; in the data active = inhibition above about 16%, passing the limit was not always enough; inconclusive = no clear call, values can overlap the other calls; note: strong numbers were not always called active
RAD52 anneal inh – blocks human RAD52 DNA annealing; inhibition, % at 18.7 µM; 360,000 compounds, 0.46% hits; P43351; recombinant RAD52 DNA annealing, FRET fluorescence;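 active = every replicate showing at least 50% inhibition; inconclusive = mean inhibition at least 50% but not in every replicate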
Target sequence (P43351 whole entry, looked up): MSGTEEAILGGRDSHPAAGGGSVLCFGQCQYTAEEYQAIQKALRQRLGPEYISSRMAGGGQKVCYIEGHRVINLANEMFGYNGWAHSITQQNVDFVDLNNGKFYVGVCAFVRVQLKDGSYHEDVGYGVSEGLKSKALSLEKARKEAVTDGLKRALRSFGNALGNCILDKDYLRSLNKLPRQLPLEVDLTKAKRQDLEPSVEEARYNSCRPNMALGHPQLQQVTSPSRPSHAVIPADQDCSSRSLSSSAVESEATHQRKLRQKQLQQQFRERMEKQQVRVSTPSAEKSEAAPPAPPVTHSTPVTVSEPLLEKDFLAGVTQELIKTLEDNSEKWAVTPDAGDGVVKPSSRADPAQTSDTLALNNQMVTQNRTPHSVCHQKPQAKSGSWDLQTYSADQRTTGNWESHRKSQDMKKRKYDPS
PGC1a acetyl inh – modulators of PGC1a acetylation; U2OS PGC1a acetylation, AlphaScreen anti-acetyl-lysine; with virally co-expressed GCN5 acetyltransferase; inhibition, % at 15.6 µM; 350,000 compounds, 0.17% hits;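 active = every replicate shows inhibition of at least 40%; inconclusive = mean inhibition at least 40% but some replicate below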;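 note: 0% = neutral control wells and 100% = positive control wells; some results beyond the cut were filed as inactive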
E-sel inducer – induces E-selectin expression in human endothelial cells; P16581; HUVEC E-selectin immunofluorescence imaging; normalized: neutral wells 0, TNF-alpha wells 100; activation, % at 7.58 µM; 260,000 compounds, 0.37% hits; AID 686992;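 active = mean E-selectin-positive cell signal at least 10% of the positive control, reached in at least 60% of replicates, without over 20% cell loss; inconclusive = no rule given, readout overlaps actives, possibly toxicity-flagged; inactive = the rest, including those meeting only one limit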;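 note: in these data hits start at about 27%; measured in HUVEC primary endothelial cells; signal is the percent of cells scored E-selectin positive by PE staining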
Target sequence (P16581 whole entry, looked up): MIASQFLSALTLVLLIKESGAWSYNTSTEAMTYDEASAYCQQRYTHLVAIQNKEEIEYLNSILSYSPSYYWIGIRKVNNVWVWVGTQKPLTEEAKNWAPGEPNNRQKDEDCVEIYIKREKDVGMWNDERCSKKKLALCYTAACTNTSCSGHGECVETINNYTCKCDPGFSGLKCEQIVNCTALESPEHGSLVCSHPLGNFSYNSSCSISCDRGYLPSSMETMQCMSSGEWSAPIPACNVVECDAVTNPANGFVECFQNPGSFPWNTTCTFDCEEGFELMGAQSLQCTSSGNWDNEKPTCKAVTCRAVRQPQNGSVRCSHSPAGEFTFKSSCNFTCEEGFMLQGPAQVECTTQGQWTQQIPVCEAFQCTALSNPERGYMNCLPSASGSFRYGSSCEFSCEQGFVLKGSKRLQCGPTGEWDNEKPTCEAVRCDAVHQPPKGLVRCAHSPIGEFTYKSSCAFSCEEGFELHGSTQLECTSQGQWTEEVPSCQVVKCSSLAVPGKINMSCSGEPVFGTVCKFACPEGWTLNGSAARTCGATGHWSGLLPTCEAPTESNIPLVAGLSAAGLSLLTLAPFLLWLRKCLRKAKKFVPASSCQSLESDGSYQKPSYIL
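Read-out: % PE-positive cells | Test system: HUVEC | Doses: One compound dose added by pin transfer | Buffer or medium: EGM-2 over gelatin coat | Signal: Immunofluorescence imaging | Benchmarks: TNF-alpha, DMSO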
RAD54 inh – inhibitors of human RAD54 branch migration; Q92698; RAD54 Holliday junction branch migration, FAM/BHQ fluorescence; inhibition, % at 10.4 µM; 360,000 compounds, 0.14% hits;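 active = mean normalized replicate activity at least 40 and at least half of replicates scoring 40 or more; inconclusive = only one of the two criteria met; inactive = mean below 40 and under half of replicates reaching 40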;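 note: 0% = median of neutral control wells and 100% = median of positive control wells; inhibitors cause a drop in the FAM fluorescence signal; in these data hits start at about 50%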
miR122 inh – blocks miR-122 activity in Huh7 sensor cells; Huh7 miR-122 Renilla luciferase sensor, 48 h; neutral wells = 0, positive control = 100; activation (reporter increase), % at 12.5 µM; 340,000 compounds, 0.3% hits; AID 602342;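 active = mean replicate activation score at least 90 and every replicate individually at or above 90; inconclusive = only one of the two criteria met; inactive = neither criterion met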;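 note: higher luciferase means less miR-122 activity so hits act as miR-122 inhibitors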
ERAP1 HTS inh – ERAP1 (human) enzyme inhibition; Q9NZ08; recombinant ERAP1, Leu-AMC fluorescence, 60 min; inhibition, % at 10.7 µM; 340,000 compounds, 0.15% hits; AID 652197;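 active = mean replicate inhibition of at least 30%, or all replicates individually reaching that 30% level; inactive = mean below 30% and not every replicate reaching it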;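 note: 0% = neutral control wells and 100% = L-leucinethiol positive control wells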
Cneo AK release – causes C. neoformans cell lysis. 360,000 compounds, 0.2% hits. adenylate kinase release luminescence, 4 h; normalised: neutral wells 0, clomiphene wells 100. lysis activity, % at 15 µM. AID 651654;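 active = mean lysis activity across replicates of at least 80%, whatever share of replicates individually reach that level; inactive = mean lysis activity below 80%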
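Material – Cryptococcus neoformans yeast cells · Quantity – 5 × 10^6 yeast cells/mL · Buffer or medium – YPD medium · Compound – single dose · Timing – 4 h static compound exposure, 37 °C, read 1 h post-reagent · Signal – adenylate kinase release luminescence · Read-out basis – lysis from increased AK signal · Benchmarks – Clomiphene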
* hit, by the source's call; ? = inconclusive; . = not tested or not shown; & = joins results of further samples; [ ] = dose if it differs, or a comment.

Values in the order – PglD DTNB, RAD52 anneal inh, PGC1a acetyl inh, E-sel inducer, RAD54 inh, miR122 inh, ERAP1 HTS inh, Cneo AK release
C[C@@H]1CCCCO[C@@H](CN(C)Cc2ccc(Cl)c(Cl)c2)[C@@H](C)CN([C@@H](C)CO)C(=O)c2cc(NS(=O)(=O)c3cccs3)ccc2O1
    0, -15, -5, 0.1, -3, 0[16.7 µM], 0, 4
CC(=O)c1ccc(N(CC(=O)NC2CCS(=O)(=O)C2)S(=O)(=O)c2ccc(C)cc2)cc1 (stereo not given)
    -1, -3, -2, 0.0, 6, -8, 0, 0
Cc1onc(-c2ccccc2Cl)c1C(=O)NC1CCS(=O)(=O)C1 (stereo not given)
    -5, -10, -6, ., -4, -2, -1, 4
Cc1cc(N2CCN(S(=O)(=O)Cc3ccccc3)CC2)n2ncnc2n1
    3, ., -2, ., -1, ., ., 0
CCCN1[C@@H]2Cn3c(cccc3=O)[C@H]1[C@@H](C(=O)NC1Cc3ccccc3C1)[C@@H]2CO
    -2, -7, ., 0.4, 2, ., 0, 39
Cc1ccc(-c2ccc3c(c2)O[C@@H](CN(C)C(=O)C2CC2)[C@H](C)CN([C@H](C)CO)S3(=O)=O)cc1
    -3, 18, -8, -0.1, -3, 15[16.7 µM], 1, -4
COC(=O)c1ccc(Sc2ccc(C)cc2)c(N)c1
    1, -7, 2, ., -2, -3, 1, 0
C[C@H]1CN([C@@H](C)CO)C(=O)Cc2cc(N(C)C)ccc2O[C@H]1CN(C)S(=O)(=O)c1ccccc1
    -7, -1, -3, ., 1, 2[16.7 µM], 2, -10
CCc1nnc(NC(=O)[C@@H](NC(=O)c2ccc(OC)cc2)C(C)C)s1
    ., -14, 7, 0.1, ., ., -1, .
CC(C)CC1Nc2ncnc(N3CCN(c4ccccc4)CC3)c2N(Cc2ccccc2)C1=O (stereo not given)
    -5&0, -25, -13&-9, -0.2, -14&-1, -8&-4, -2, 3&-1
O=C(c1ccc2c(c1)OCCO2)C1CCN(C(=O)c2ccc(F)c(F)c2)CC1
    -2, ., -10, ., -9, -3, ., -1
COc1cc(/C=N/NC(=O)C(=O)NCC2CCCO2)cc(Cl)c1O (stereo not given)
    -5, -14, 6, ., -1, 13, -6, 7
Cc1ccc(S(=O)(=O)N2[C@@H](c3ccc(C(C)C)cc3)C(C(=O)O)=C[C@H]2C(C)(C)C)cc1
    2, -13, -12, 0.1, 5, 7, -1, -1
COc1ccccc1CNC(=O)CN(C)Cc1ccc(SC)cc1
    -1, -7, -38, ., 5, -4, 0, -1
COc1cc(-c2nnc(SCC(=O)/C(C#N)=C(\C)N)o2)cc(OC)c1OC
    -1, ., -3, ., 0, 2, ., 5
CC(Cc1ccccc1)=NNc1ccc([N+](=O)[O-])cc1[N+](=O)[O-]
    ., -8, ., -0.1, ., -8, 0, .
CO[C@@H]1CN(C)C(=O)c2ccc(NC(=O)NC(C)C)cc2OC[C@@H](C)N(C(=O)CN(C)C)C[C@@H]1C
    -1, -4, -3, -0.1, 4, -18[16.7 µM], -1, -1
COc1ccccc1OCC(=O)Nc1cc(C(F)(F)F)ccc1-n1cncn1
    -5, -1, ., ., -1, ., 4, 0
O=C(C[C@@H]1C[C@H]2c3cc(NC(=O)CC4CC4)ccc3O[C@H]2[C@H](CO)O1)NCCN1CCCCC1
    3, 8, -3, -0.1, 5, -2[16.7 µM], 7, -3
CCNC(=O)C12CCC(C)(c3nc4cc(C)c(C)cc4nc31)C2(C)C (stereo not given)
    -10, -4, -21, ., -4, ., 9, -1

Taken from above.
PGC1a acetyl inh result of COc1cc(-c2nnc(SCC(=O)/C(C#N)=C(\C)N)o2)cc(OC)c1OC is entered as -3
E-sel inducer result of Cc1ccc(S(=O)(=O)N2[C@@H](c3ccc(C(C)C)cc3)C(C(=O)O)=C[C@H]2C(C)(C)C)cc1 is entered as 0.1

Carrying on:
Values in the order – PglD DTNB, RAD52 anneal inh, PGC1a acetyl inh, E-sel inducer, RAD54 inh, miR122 inh, ERAP1 HTS inh, Cneo AK release
NC(=O)Cc1ccc(C(=O)CSc2nnc(-c3ccncc3)n2C2CC2)s1
    2, -32, 1, ., -7, ., -1, 3
CCOc1nc(-c2ccccc2)ccc1-c1noc(-c2cccs2)n1
    21*, ., -3, ., -2, 8, ., -1
O=C(Nc1cccc2ncccc12)C12CC3CC(CC(C3)C1)C2
    0, ., 14, ., -6, 1, ., -1
Cc1nc2cc(NC(=O)c3ccco3)ccc2n1C
    -1, -3, ., -0.5, 9, 1, 1, -4
Cc1cc(NC(=O)C(=O)c2cn(C)c3ccccc23)no1
    ., -3, -4, -0.3, ., ., 0, .
Cc1ccc(CNC(=O)Cn2c([N+](=O)[O-])cnc2C)cc1
    1, -16, 3, ., 9, 3, -15, 2
CCCCNC(=O)C1(C)CCCCN1C(=O)c1ccc(C)c(F)c1 (stereo not given)
    2, -2, -11, 0.0, 2, 0, 11, -2
CCC(=O)N1C[C@@H](O)COC[C@H]2O[C@H](CC(=O)NCC3CCCCC3)CC[C@@H]21
    -3, -27, -6, 0.0, 4, 2[16.7 µM], 2, -1
CC(NC(=O)C(c1ccccc1)c1ccccc1)c1ccc(S(N)(=O)=O)cc1 (stereo not given)
    2, -28, ., ., -1, 1, 2, 2
CS(=O)(=O)N1CCN(c2ccc(NC(=O)c3ccccc3)cc2)CC1
    0, -16, -3, ., -2, 2, -2, 5
COc1cc(/C=N/NC(=O)CCC(=O)Nc2ccc(Br)cc2)ccc1O
    -4, -5, -5, ., -1, -5, 2, 8
CC(=O)c1ccc(NC(=O)Cn2c(=O)oc3ccccc32)cc1
    -7, -13, ., 0.5, 2, ., -2, 0
COc1ccc2sc(-c3ccc(S(C)(=O)=O)cc3)c(C(=O)NCCCN3CCCC3=O)c2c1
    4, -4, ., -0.4, -3, ., 1, 0
Fc1ccc(Br)cc1/C=N/N1CCN(c2ccccc2)CC1
    4, -12, -6, 1.0, 0, 7, -1, -1
Cc1c(N/C(=N/S(=O)(=O)c2ccccc2)c2ccc(Cl)cc2)c(=O)n(-c2ccccc2)n1C
    -4, ., -16, 1.8, 5, 5, ., 1
O=Cc1ccc(Oc2ccc(F)cc2)nc1
    0, -12, 9, ., -8, 0, -2, 0
C[C@H](CO)N1C[C@H](C)[C@H](CN(C)C)Oc2ncc(-c3ccncc3)cc2C1=O
    -1, -2, 3, -0.2, 8, -6[16.7 µM], -4, -2
CC(=O)Oc1ccc2oc3c(c2c1)C(=O)CCC3
    4, ., -6, ., 6, -2, ., 1
O=C(NCc1ccc2c(c1)OCO2)C1CCCN1C(=O)Nc1ccccc1 (stereo not given)
    2, -21, -2, ., -5, ., -2, -5
COc1ccc(C(=O)Nc2ccc(CN3CCOCC3)cc2)cc1
    6, ., 18, ., -1, 2, ., 1

3 compounds out of the list, ordered by SMILES length, smallest number first.
Values in the order – PglD DTNB, RAD52 anneal inh, PGC1a acetyl inh, E-sel inducer, RAD54 inh, miR122 inh, ERAP1 HTS inh, Cneo AK release
CCCCNC(=O)C1(C)CCCCN1C(=O)c1ccc(C)c(F)c1 (stereo not given)
    2, -2, -11, 0.0, 2, 0, 11, -2
O=C(NCc1ccc2c(c1)OCO2)C1CCCN1C(=O)Nc1ccccc1 (stereo not given)
    2, -21, -2, ., -5, ., -2, -5
CCCN1[C@@H]2Cn3c(cccc3=O)[C@H]1[C@@H](C(=O)NC1Cc3ccccc3C1)[C@@H]2CO
    -2, -7, ., 0.4, 2, ., 0, 39

(listing goes on)
Values in the order – PglD DTNB, RAD52 anneal inh, PGC1a acetyl inh, E-sel inducer, RAD54 inh, miR122 inh, ERAP1 HTS inh, Cneo AK release
Cc1ccc(Cl)cc1NC(=O)C1CCCN(S(C)(=O)=O)C1 (stereo not given)
    0, -2, ., ., -4, -9, 0, -1
Cc1onc(-c2ccccc2)c1NC(=O)Nc1c(-c2ccccc2)noc1C
    ., -6, -14, ., ., 0, 7, .
O=C(COc1ccc(Cl)cc1Cl)NC(=O)N1CCOCC1
    4, ., 0, ., -2, -5, ., -1
C[C@H](CO)N1C[C@H](C)[C@H](CN(C)S(=O)(=O)c2cn(C)cn2)Oc2c(NC(=O)Nc3cccc4ccccc34)cccc2C1=O
    1, 6, -3, 0.0, 2, 0[16.7 µM], -1, -1
CCOC(=O)c1sc(NC(=O)CSc2nnc(-c3ccco3)o2)c(C(=O)OCC)c1C
    1, ., -7, ., -9, -5, ., 5
O=C(O)c1ccc(CNCc2ccccc2F)cc1
    5, 5, 6, ., -16, -4, -16, -1
CCOCCCNC(=O)c1ccccc1Br
    2, ., 2, ., 4, 0, ., -2
C[C@H](CO)N1C[C@H](C)[C@@H](CN(C)C(=O)Nc2ccc(C(F)(F)F)cc2)Oc2c(NC(=O)C3CCOCC3)cccc2C1=O
    -3, -5, 6, 0.0, -1, 6[16.7 µM], 1, 1
CCN(CC)S(=O)(=O)c1ccc(OC)c(NC(=O)CSc2ccccc2)c1
    -2, ., 1, ., -12, 8, ., -3
C[C@@H]1CN([C@H](C)CO)C(=O)c2cc(NC(=O)Nc3ccc(F)cc3)ccc2O[C@@H]1CN(C)Cc1ccc(C(=O)Nc2ccccc2N)cc1
    6, -22, 17, -17, -10, 8[16.7 µM], 2, 10
CCCCCCCCNC(=O)CCNC(=O)c1ccc(C(C)(C)C)cc1
    -5, -17, 11, ., -4, 2, -1, 3
COc1ccc(CN(C)C[C@@H]2Oc3ccc(NS(=O)(=O)c4ccc(C)cc4)cc3CC(=O)N([C@H](C)CO)C[C@@H]2C)cc1
    4, 9, -16, 2.4, -8, 31[16.7 µM], -3, 10
COc1ccc(N2C(=O)C(CC(=O)Nc3ccccc3)N(CCc3ccc(OC)c(OC)c3)C2=O)cc1 (stereo not given)
    ., -16, -4, ., ., -19, 5, .
CC(OC(=O)c1ccc2c(c1)OCO2)C(=O)NC1CCCCC1C (stereo not given)
    -1, 2, -4, 0.2, 10, 1, 14, 3
Cc1noc(C)c1S(=O)(=O)Nc1ccc2c(c1)CC(=O)N([C@H](C)CO)C[C@@H](C)[C@H](CN(C)Cc1ccc(C(F)(F)F)cc1)O2
    4, -2, 2, -3.5, -1, -2[16.7 µM], 1, -2
O=C(C[C@@H]1CC[C@H]2[C@@H](COC[C@H](O)CN2C(=O)Nc2ccc(Cl)c(Cl)c2)O1)NCc1ccncc1
    4, 3, 9, 0.3, 8, 3[16.7 µM], 17, 27
Cn1cccc1CC(=O)N/N=C/c1cc([N+](=O)[O-])ccc1Cl
    3, -15, ?, ., 5, -5, -2, 19
C[C@H]1CN([C@@H](C)CO)C(=O)c2cc(NC(=O)c3ccncc3)ccc2O[C@H]1CN(C)S(C)(=O)=O
    -2, -2, -4, 0.0, -4, 4[16.7 µM], 0, 52
COC(=O)C1=C(C)NC(=O)NC1c1ccc([N+](=O)[O-])o1 (stereo not given)
    -2, -11, 2, ., -7, -25, 10, 0
O=C(C[C@H]1CC[C@@H]2[C@H](COC[C@H](O)CN2S(=O)(=O)c2cccc(Cl)c2)O1)Nc1ccccc1
    -2, 15, -7, 0.3, 4, -9[16.7 µM], -2, 5

PglD DTNB: what is marked active above.
Structure | PglD DTNB | RAD52 anneal inh | PGC1a acetyl inh | miR122 inh | ERAP1 HTS inh
CCOc1nc(-c2ccccc2)ccc1-c1noc(-c2cccs2)n1 | 21* | . | -3 | 8 | .
